PostGolgi ctrl: growth of the yeast control strain, post-Golgi counter-screen; efflux-deficient yeast background strain, growth absorbance A615, 16 h; hit rate 5% among 98,000; AID 738; inhibition, % at 10 µM
PostGolgi yeast: growth inhibition of a yeast mutant, post-Golgi transport screen; post-Golgi transport phenotypic cell assay; inhibition, % at 10 µM; hit rate 0.9% among 98,000; AID 739;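 note: yeast cells grown in 1536-well plates; yeast grown about 18 h at 30C before absorbance read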
S1P2 antag: blocks the human S1P2 receptor. O95136. cell-based S1P2 antagonist assay, inhibition at 5 uM. inhibition, % at 5 µM. hit rate 0.21% among 97,000. AID 736; in the data active = inhibition above about 45%;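 note: CRE beta-lactamase reporter cells expressing human S1P2 stimulated with S1P; 0% = agonist at EC80 alone and 100% = agonist plus reference antagonist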
Target sequence (O95136 whole entry, looked up): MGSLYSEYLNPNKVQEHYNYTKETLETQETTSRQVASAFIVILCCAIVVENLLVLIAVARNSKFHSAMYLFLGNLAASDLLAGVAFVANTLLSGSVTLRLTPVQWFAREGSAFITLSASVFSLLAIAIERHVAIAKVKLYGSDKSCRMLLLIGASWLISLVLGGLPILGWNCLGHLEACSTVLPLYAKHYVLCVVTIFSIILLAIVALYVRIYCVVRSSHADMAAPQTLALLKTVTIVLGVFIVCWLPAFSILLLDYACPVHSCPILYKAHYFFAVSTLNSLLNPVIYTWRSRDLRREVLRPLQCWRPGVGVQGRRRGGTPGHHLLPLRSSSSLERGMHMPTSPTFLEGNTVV
CD11b adhes inh: CD11b/CD18-fibrinogen binding inhibition | P05107+P11215 | K562 CD11b/CD18 adhesion to fibrinogen, ATPlite luminescence; Mn2+ added to activate the integrin | inhibition, % at 10 µM | hit rate 0.54% among 93,000 | AID 1497;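 active = primary inhibition of 50% or more at 10 µM, then 40% or more on retest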; note: some results filed as inactive read as strong as hits
sEH activator: soluble epoxide hydrolase (human) activation | hit rate 0.04% among 91,000 | activation, % at 2 µM | purified human sEH enzymatic activity, activator screen; in the data active = activation above about 37%; note: values of inactives mirror those of a sister screen read the other way
PLAP activator: human PLAP activation; purified PLAP enzyme, luminescent substrate read-out; active compounds read high; activation fold at 20 µM; hit rate 1.2% among 96,000; in the data active = activation fold above about 2
Target sequence (P05187 whole entry, looked up): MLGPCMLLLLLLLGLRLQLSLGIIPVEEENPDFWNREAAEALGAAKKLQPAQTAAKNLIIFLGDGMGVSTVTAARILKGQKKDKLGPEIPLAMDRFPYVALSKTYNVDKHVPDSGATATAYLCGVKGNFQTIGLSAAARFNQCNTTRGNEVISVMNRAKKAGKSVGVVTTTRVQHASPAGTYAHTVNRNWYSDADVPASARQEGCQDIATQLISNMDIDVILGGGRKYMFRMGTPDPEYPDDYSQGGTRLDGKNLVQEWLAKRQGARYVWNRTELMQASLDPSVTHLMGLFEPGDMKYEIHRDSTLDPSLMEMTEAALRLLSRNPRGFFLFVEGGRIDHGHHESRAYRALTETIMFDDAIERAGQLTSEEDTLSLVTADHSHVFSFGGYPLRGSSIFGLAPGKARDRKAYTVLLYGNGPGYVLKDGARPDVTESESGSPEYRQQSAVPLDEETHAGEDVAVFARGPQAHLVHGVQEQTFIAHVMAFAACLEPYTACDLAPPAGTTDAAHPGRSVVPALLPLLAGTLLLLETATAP
S1P2 ag: agonists of human S1P2 receptor; S1P2-expressing cell line, agonist reporter read-out; AID 729; activation, % at 4.5 µM; hit rate 0.46% among 97,000; in the data active = activation above about 16%;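 note: 0% = vehicle low control and 100% = maximal reference agonist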
sEH inh: inhibitors of human soluble epoxide hydrolase. P34913. AID 707. inhibition, % at 2 µM. recombinant human sEH enzymatic activity assay. hit rate 0.34% among 91,000; in the data active = inhibition above about 80%; note: values of inactives mirror those of a sister screen read the other way; many of its hits are not listed in these tables
Ecoli WT expand: blocks growth of wild type E. coli BW25113; OD600 absorbance; growth inhibition, % at 100 µM; hit rate 0.15% among 98,000;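 active = growth inhibition above about 50% at one test dose, limit read from the data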;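 note: growth measured after 20 h incubation at 37 °C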
* hit, by the source's call; x = not tested or not shown. Cut-off read from the data, not from the text of the source, unless noted: active = inhibition above about 30%; inactive = the rest. Compounds were not picked by outcome; about 7.1% have a hit in one of these screens.

Below each compound: CD11b adhes inh	PostGolgi yeast	S1P2 antag	PostGolgi ctrl	sEH inh	PLAP activator	S1P2 ag	sEH activator	Ecoli WT expand
COc1ccccc1C(=O)O/N=C1/CCCc2c1ccc(OC)c2[N+](=O)[O-]
 : -11	0	-11	2	3	1.1	-8	-3	-8
Clc1ccc(C(c2nnnn2C2CCCCC2)N(Cc2cccnc2)Cc2ccco2)cc1 (stereo not drawn)
 : x	x	-6	x	21	x	-4	-20	x
O=C(c1nn(Cc2ccccc2)c(=O)c2ccccc12)N1CCc2ccccc2C1
 : -2	-6	3	57*	-6	0.9	-3	5	-5
Cc1ccc(C)n1-c1ccc2c(c1)COC2=O
 : x	1	10	2	4	1	-6	-3	3
O=C(Cn1nnc(-c2ccc(Cl)cc2)n1)NC1CC2CCC1C2 (stereo not drawn)
 : -4	37*	11	15	11	0.9	-9	-11	-8
Cn1c(C(=O)OC(C(=O)NC2CCCCC2)c2ccccn2)cc2sccc21 (stereo not drawn)
 : -20	-6	-1	28	-10	1.1	-5	14	-1
Cc1nn(-c2ccccc2)c2nc(-c3ccco3)cc(C(=O)O)c12
 : 2	0	-8	6	-19	1.1	-2	17	6
C=CCC(=O)OCC(=O)Nc1ccc(Oc2ccccc2)cc1
 : -4	x	2	x	x	0.9	-5	x	x
Cc1ccccc1-n1c(=O)c2ccccc2n2c(=O)[nH]nc12
 : x	x	-4	x	4	x	-1	-3	x
COc1ccc(S(=O)(=O)N2CCOCC2)cc1Cl
 : -4	-7	-4	1	-22	1	-4	22	-14
CCOC(=O)c1ccc(Nc2cc(C)nc(C)c2C(=O)OCC)cc1
 : 3	12	-15	4	-11	1.5	-1	10	5
COc1ccc(N2CCN(C(c3cccs3)C(C)NS(=O)(=O)c3ccccc3)CC2)cc1 (stereo not drawn)
 : 27	3	-2	39*	x	1.2	-6	x	-15
Cc1ccc(Nc2nc(Cl)nc(N(C)C#N)n2)cc1
 : x	13	6	3	7	0.8	-3	-4	-5
NC(=O)C1CCN(C2CC(=O)N(c3ccc(F)c(Cl)c3)C2=O)CC1 (stereo not drawn)
 : 1	-8	5	-1	-17	1	-4	15	1
CSc1nnc2c(n1)OC(C)=Nc1ccccc1-2
 : 7	8	x	-4	x	0.9	x	x	3
N#Cc1ccccc1Sc1ccccc1C(=O)OCc1nnc(-c2ccccc2)o1
 : -9	1	4	11	10	1.3	-2	-11	-19
N#C/C(=C\c1cccs1)Sc1nc2ccccc2s1
 : 67	-6	7	35*	4	0.7	0	-6	-21
Nc1nc(CSc2n[nH]c(-c3ccccc3)n2)nc(Nc2ccccc2)n1
 : 11	2	x	6	x	1.1	x	x	-5
COc1ccc(N2CCN(C(=O)CN3C(=O)C4CC=CCC4C3=O)CC2)cc1 (stereo not drawn)
 : -13	-10	18	4	8	1.1	-8	-10	-7
CCOC(=O)C(NCc1ccccc1)(NC(=O)c1ccccc1)C(F)(F)F (stereo not drawn)
 : -9	-6	-14	7	6	1	0	-4	0
Cc1ccccc1OCCCCn1cnc2ccccc21
 : 95*	5	30	36*	2	1.2	-4	-1	12
Nc1nc(-n2cnnc2)nn1-c1ccccc1
 : -1	0	x	3	x	1	x	x	3
Cc1cccc(NC(=O)c2cccc3c2C(=O)c2ccccc2-3)c1
 : x	1	19	8	-19	1	-6	18	-6
FC(F)(F)c1cccc(Oc2ccc3c(C(F)(F)F)cc(C(F)(F)F)nc3n2)c1
 : x	-14	30	-7	-6	0.9	-4	9	-4
CCCCCCOc1ccc(C(CC(=O)O)C(N)=O)cc1 (stereo not drawn)
 : 2	-6	30	-6	1	1.1	-8	0	-9
N#Cc1c(NC(=O)c2ccc(-c3ccccc3[N+](=O)[O-])o2)sc2c1CCCC2
 : x	1	-24	-4	1	1.1	-4	1	-18
CCCC1(CCC)NC(=O)NC1=O
 : -28	3	18	-1	-11	0.8	-4	10	-10
COc1cc(OC)nc(NC(=O)CCl)n1
 : 11	9	-15	-4	-8	1.1	-2	6	15
O=C(CCl)Nc1ccc(Oc2cnc3ccccc3n2)cc1
 : 5	-4	2	5	4	0.9	-4	-3	1
CC(CN1CCCC1)OC(=O)COc1ccccc1 (stereo not drawn)
 : 10	-1	10	7	9	0.9	-5	-11	-6

Below each compound: CD11b adhes inh	PostGolgi yeast	S1P2 antag	PostGolgi ctrl	sEH inh	PLAP activator	S1P2 ag	sEH activator	Ecoli WT expand
CCN1C(=O)CC(NNC(=O)c2ccc(Cl)cc2)C1=O (stereo not drawn)
 : x	16	-8	19	-20	0.8	0	24	-3
NC(=O)C1CCN(CC(=O)N2c3ccccc3CCc3ccccc32)CC1
 : -15	-2	3	3	-5	1.7	-4	3	-3
Cc1ccccc1N1C(=O)CC(N(O)c2ccccc2)C1=O (stereo not drawn)
 : -5	-2	3	13	-2	1.1	-5	4	-3
O=C1N=C(N2CCCC2)S/C1=C\c1cccc(Br)c1
 : 7	1	-1	11	2	0.9	-7	-3	-14
O=C(CNS(=O)(=O)c1ccc(Br)s1)Nc1ccc2c(c1)OCCO2
 : 11	8	16	-4	x	1.1	-6	x	9
O=C(NC12CC3CC(CC(C3)C1)C2)C12CC3CC(C1)CC(n1cnc(Cl)n1)(C3)C2
 : -8	-5	12	45*	11	1	-4	-8	-9
COc1cc(OC)c(C2=NOC(C(=O)O)C2)cc1Cl (stereo not drawn)
 : -11	5	6	10	-10	1.1	-6	13	-3
O=C(CSc1nnc2scc(-c3ccccc3)n12)Nc1nsc(-c2ccc(Cl)cc2)n1
 : x	x	14	x	8	x	-5	-8	x
O=C(c1ccc(COc2ccccc2[N+](=O)[O-])o1)N1CCCCCC1
 : -2	0	1	20	15	0.9	-6	-15	10
Cn1c(=O)n(C)c2cc(C(=O)O)ccc21
 : -3	-1	1	-3	0	0.8	3	2	2
CN1CCN(C(=S)Nc2ccc([N+](=O)[O-])cc2)CC1
 : x	9	-18	3	4	0.8	-1	-6	13
Cc1c(CCOC(=O)CC23CC4CC(CC(C4)C2)C3)sc[n+]1CC(=O)c1ccc(Br)cc1
 : 22	3	-14	9	-22	1.2	0	19	33
COC(=O)C(CCSC)NC(=O)c1cccc([N+](=O)[O-])c1 (stereo not drawn)
 : x	-8	5	-8	1	1.1	-6	-3	-4
CCC(CC)C(=O)NCCc1cc2ccc(OC)cc2[nH]c1=O
 : x	-2	-4	6	6	1	-7	-4	-6
COc1cc2c(cc1OC)C(c1ccc(-c3cc(Cl)ccc3Cl)o1)=NCC2
 : 15	26	-55	52*	8	1.3	39*	-9	-2
CC(C)OC(=O)c1c2nc3ccccc3nc2n2c1[nH]c(=O)c1ccccc12
 : 23	34*	-16	71*	-5	1.5	-4	5	-9
O=S(=O)(Nc1nc2ccccc2nc1NCc1ccco1)c1ccccc1
 : 12	12	-13	28	-1	0.9	-2	0	1
COc1ccc2cc(C3(C)NC(=O)N(CC(=O)NCCC4=CCCCC4)C3=O)ccc2c1 (stereo not drawn)
 : -4	-4	14	-2	-7	1.2	-5	8	4
Cc1cc(C)c(-n2c(O)c(C=NCCN3CCOCC3)c(=O)[nH]c2=O)c(C)c1
 : x	-2	24	7	-6	1	-7	4	-6
CC(C)(C)OC(=O)N1CCC(C(=O)N[C@H](Cc2ccccc2)C(=O)O)CC1
 : x	-10	17	6	3	1.5	-5	-5	-3
CC(=O)Nc1ccc(NS(=O)(=O)c2cn(C)c(=O)n(C)c2=O)cc1
 : -7	17	-21	-1	-2	1.1	-1	1	3
Cc1[nH]n(-c2ccccc2)c(=O)c1CCOC(=O)c1ccc(C(F)(F)F)cc1
 : x	-26	3	34*	7	0.9	-6	-6	-8
COc1ccc(N2C(=O)CCC(C(=O)N3CCCCCC3)C2c2ccc(OC)c(OC)c2)cc1 (stereo not drawn)
 : -4	11	6	14	14	1.2	-6	-14	-5
COCc1[nH]nc2c1C(c1ccccc1F)C(C#N)=C(N)O2 (stereo not drawn)
 : -6	8	x	4	x	0.9	x	x	-3
Cc1cc(Cl)ccc1OCC(=O)NCc1ccncc1
 : x	-1	22	-6	-5	1.1	-5	4	12
CCN(CC)C(=O)c1c(C)nc2ccccn12
 : -2	1	-30	22	-1	0.9	-8	2	5
Cc1nc(SCC(=O)c2ccccc2)c(C#N)c(-c2ccco2)c1C(=O)NCc1ccco1
 : 6	-4	x	13	x	1.4	x	x	-7
CCOC(=O)Cn1ccc(O)c(Cc2ccc(Cl)cc2Cl)c1=O
 : -16	5	18	3	-5	1.1	-5	3	4
O=C(O)C(Cc1ccccc1)n1cnnn1 (stereo not drawn)
 : 12	3	-4	3	7	1	-2	-8	2
COc1ccccc1-c1nnc(Sc2nc([N+](=O)[O-])nn2C)o1
 : 5	2	19	0	-9	0.9	-4	10	3

Below each compound: CD11b adhes inh	PostGolgi yeast	S1P2 antag	PostGolgi ctrl	sEH inh	PLAP activator	S1P2 ag	sEH activator	Ecoli WT expand
COc1ccccc1NC(=O)COc1ccc(C(=O)OCC(=O)N(C(C)C)C(C)C)cc1OC
 : 23	1	-24	13	-5	1.5	-3	6	-6
CCC(=O)c1cc2c(C)cc(=O)oc2c(C)c1OC
 : x	x	-12	x	0	x	-1	0	x
COc1ccc(C2C(C(=O)c3ccc(C)o3)=C(O)C(=O)N2c2cc(C)on2)cc1OC (stereo not drawn)
 : -21	7	14	1	5	0.9	-2	-4	-10
CCOC(=O)CSc1nnc(CNC(=O)c2cccs2)n1CCc1ccccc1
 : 9	9	-7	-2	-10	1.1	-4	8	1
COc1ccc(NC(=O)CC2Sc3ncnn3C2=O)cc1 (stereo not drawn)
 : 4	-1	21	9	1	1.1	-3	-1	12
CC(=O)NS(=O)(=O)c1ccc(NC(=O)CCC2CCCC2)cc1
 : -5	0	-1	1	7	1	-2	-2	-12
Cc1nonc1NC(=O)CSc1nc(C2CCCCC2)nc2ccccc12
 : 33	8	1	4	7	1.1	-3	-8	-18
COc1ccc(C(=O)c2c[nH]c(C(=O)NCc3cccnc3)c2)cc1
 : 1	-14	16	5	10	0.9	-8	-11	-3
O=C(COc1ccc(Cl)cc1)OCC(=O)N1CCCCCC1
 : -1	-5	-29	6	-3	1	-2	4	-1
COC(=O)c1ccc(NC(=O)C2C3C=CC(O3)C2C(=O)O)cc1 (stereo not drawn)
 : x	-8	9	29	4	1.1	-2	-1	-1
Cc1cc(=O)n2c(C)n[nH]c2n1
 : -34	4	15	10	4	1	-3	-6	-12
CCCCc1ccc(C(=O)NC(C(=O)O)C(C)C)cc1 (stereo not drawn)
 : 0	8	-4	11	-6	1	-4	6	-8
O=c1ccc(/C=C/c2ccccc2)nn1Cc1ccccc1Cl
 : 4	-5	-6	41*	-10	1.6	-4	7	-16
Cn1nc(C(F)(F)F)c(/C=N/OCc2c(Cl)cccc2Cl)c1Cl
 : x	-5	8	6	-5	0.9	-4	8	4
CC(=O)c1c(C)n(-c2ccc(N(C)C)cc2)c2ccc(OCC(N)=O)cc12
 : 15	-28	11	17	x	1.1	-11	x	-12
COc1ccc(NC(=O)c2cc(-c3ccccc3Cl)no2)cc1
 : x	-27	-19	-6	-8	0.8	-6	6	-1
Cc1ccccc1NC(=O)NCCc1nc2ccccc2[nH]1
 : -19	3	10	-1	0	0.9	-8	0	3
Cc1ccc(C(=O)N2CCN(c3cc4c(cc3[N+](=O)[O-])n(C)c(=O)n4C)CC2)cc1
 : 13	3	16	3	x	1.3	-10	x	-11
Cc1nc(C)c(C(=O)Nc2cccc(Cl)c2)o1
 : 2	2	0	-5	6	1.1	-7	-9	-7
COc1ccc(C)c2sc(NC(=O)C3=COCCO3)nc12
 : 4	-18	14	18	10	1	-3	-9	-3
CC(Oc1ccc2c(-c3ccccc3)cc(=O)oc2c1)C(=O)O (stereo not drawn)
 : -20	-4	-5	-1	-8	1.3	1	7	3
